Assay outcomes as filed in PubChem BioAssay.
TAAR1 antagonist – antagonists of human TAAR1 | inhibition, % at 3 µM | CHO RD-HGA16 TAAR1, Fluo-8 calcium fluorescence, antagonist | AID 624466 | actives 1.5% (n = 360,000);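 active = inhibition above a per-plate cutoff, the mean inhibition of test compounds on that plate plus 3 SD, cut at about 49% in these data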;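 also: 0% = DMSO plus EC80 beta-PEA response and 100% = DMSO alone without agonist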
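Test system: CHO RD-HGA16 cells bearing hTAAR1 | Reagent: β-PEA, EC80 | Compound dosing: 3 µM, single point | Schedule: Dye loading 75 min at 37 °C, then 30 min room temperature | Signal: Calcium fluorescence with Fluo-8 | Evaluation: Percent inhibition of PEA-evoked calcium signal, max/basal emission ratio | Control set: DMSO-only wells and EC80 β-PEA-stimulated wells | Repeats: Singlicate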
GPR7 antagonist – blocks human GPR7 receptor signaling. actives 1.1% (n = 290,000). inhibition, % at 4.4 µM. GPR7-expressing cells, fluorescence antagonist assay; in the data active = inhibition above about 16%, passing the limit was not always enough;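 also: cells stimulated with the agonist NPW; 0% = agonist with vehicle and 100% = vehicle without agonist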
OXTR potentiate – potentiates the human oxytocin receptor response; P30559; CHO-OTR cells, Fluo-8 calcium fluorescence, potentiator mode; 0% = oxytocin EC15, 100% = EC100; activation, % at 3 µM; actives 0.061% (n = 320,000);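 active = activation above that plate's cutoff, the mean activation of tested compounds plus 3 SD, cut at about 6.6% in these data, passing the limit was not always enough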;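 also: 100% uses oxytocin at 75 nM as the full agonist control; some results filed as inactive read as strong as hits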
Target sequence (P30559 whole entry, looked up): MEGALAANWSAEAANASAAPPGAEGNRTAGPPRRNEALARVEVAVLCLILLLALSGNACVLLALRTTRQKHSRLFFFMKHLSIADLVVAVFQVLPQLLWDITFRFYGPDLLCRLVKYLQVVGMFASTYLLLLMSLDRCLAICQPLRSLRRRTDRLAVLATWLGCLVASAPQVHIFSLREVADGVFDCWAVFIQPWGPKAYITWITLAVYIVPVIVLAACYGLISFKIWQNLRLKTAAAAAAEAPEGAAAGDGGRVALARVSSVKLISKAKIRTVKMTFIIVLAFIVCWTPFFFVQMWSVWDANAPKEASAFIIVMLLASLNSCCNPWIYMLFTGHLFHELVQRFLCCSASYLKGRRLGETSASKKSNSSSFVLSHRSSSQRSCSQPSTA
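System: human OTR in CHO cells; Also added: sub-maximal oxytocin, roughly EC15; Timing: compound 6 min at room temperature before oxytocin, 100 s read; Technique: Fluo-8 intracellular calcium fluorescence, ex 470-495, em 515-575 nm; Controls: oxytocin EC15 low and EC100 high; Replication: singlicate.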
CHO-K1 Ca ag – nonselective activator or artifact in parental CHO-K1 cells | actives 0.48% (n = 360,000) | activation, % at 3 µM | Fluo-8 calcium fluorescence; scaled to maximal ATP response, vehicle zero | AID 602248; in the data active = activation above about 15%;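 also: untransfected CHO-K1 host cells lacking M1 receptor as counterscreen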
CHO parental Ca – counter-screen: ATP calcium response change in parental CHO cells; inhibition, % at 5.6 µM; actives 0.63% (n = 330,000); parental CHO-K1, ATP-induced calcium, Fluo-8 fluorescence;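 active = inhibition above that plate's mean sample inhibition plus 3 SD, cut at about 26% in these data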;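 also: 0% = ATP-challenged DMSO wells and 100% = DMSO wells without ATP; some compounds past the cut are filed as inactive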
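Test system: untransfected parental CHO cell line; also added: ATP stimulus; dosing: 5.6 µM, single dose; signal: calcium-sensitive Fluo-8 fluorescence; measure: percent inhibition of ATP-evoked calcium rise, normalized to controls; benchmarks: low control ATP plus DMSO, high control DMSO only; replication: one well per compound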
V1aR counter – activates human V1a receptor in oxytocin agonist counter-screen; CHO-V1R cells, Fluo-8 calcium fluorescence, agonist mode; 0% DMSO, 100% 3 nM vasopressin; AID 2797; P37288; activation, % at 3 µM; actives 0.25% (n = 320,000);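 active = activation above the mean activation of all tested compounds plus 3 SD, per screening run, cut at about 20% in these data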;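 also: signal is peak over basal fluorescence ratio across a 100 second FLIPR read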
Target sequence (P37288 whole entry, looked up): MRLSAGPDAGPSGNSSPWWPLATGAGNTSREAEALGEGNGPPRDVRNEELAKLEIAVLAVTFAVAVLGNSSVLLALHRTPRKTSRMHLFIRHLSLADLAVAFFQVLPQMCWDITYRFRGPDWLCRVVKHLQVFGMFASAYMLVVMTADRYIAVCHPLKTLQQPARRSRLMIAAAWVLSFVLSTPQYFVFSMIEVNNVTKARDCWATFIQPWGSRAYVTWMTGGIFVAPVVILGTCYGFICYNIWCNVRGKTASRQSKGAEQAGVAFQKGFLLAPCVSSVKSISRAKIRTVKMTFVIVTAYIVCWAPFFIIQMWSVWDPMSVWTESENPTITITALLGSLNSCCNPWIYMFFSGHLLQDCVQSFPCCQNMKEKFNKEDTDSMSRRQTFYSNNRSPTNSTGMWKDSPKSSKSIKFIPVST
OXTR agonist – activates the human oxytocin receptor; CHO-OTR cells, Fluo-8 calcium fluorescence; normalized: DMSO 0%, oxytocin 100%; AID 2435; actives 0.32% (n = 320,000); activation, % at 3 µM;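 active = activation above the mean of all tested compounds plus 3 SD, cutoff set per screening run, cut at about 20% in these data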;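 also: peak over basal fluorescence ratio from a 100 s FLIPR kinetic read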
CHO-K1 Ca antag – counter-screen for M1 antagonists: effect in parental CHO-K1 cells | ATP-induced calcium, Fluo-8 fluorescence | inhibition, % at 3 µM | actives 0.6% (n = 360,000) | AID 602250;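 active = inhibition above a per-plate cutoff, the plate's mean sample inhibition plus 3 SD, cut at about 24% in these data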;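 also: 0% = DMSO plus EC80 ATP and 100% = DMSO alone without ATP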
M1 PAM parental – nonselective activator or artifact in parental CHO-K1 calcium assay; actives 0.02% (n = 360,000); activation, % at 3 µM; ATP EC20, Fluo-8 calcium fluorescence; 0% at ATP EC20, 100% at ATP max;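 active = activation above the run cutoff, the mean activation of all test compounds plus 3 SD, cut at about 40% in these data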;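 also: peak over basal fluorescence ratio in a 140 s read after ATP addition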
Active calls of the source: *; · = no result given.

SMILES	TAAR1 antagonist	GPR7 antagonist	OXTR potentiate	CHO-K1 Ca ag	CHO parental Ca	V1aR counter	OXTR agonist	CHO-K1 Ca antag	M1 PAM parental
COc1ccc(Nc2cc(C)nc3ncnn23)cc1Cl	1	-21	-5	-0.4	-14	0.0	0.1	-2	8
CCOc1ccc(OCCCC(=O)ON=C(N)c2ccccc2C)cc1	7	·	-5	-0.5	-22	1.2	-1.5	-1	-14
CCOC(=O)N1CCN(Cc2nnc(-c3ccccc3C)o2)CC1	-11	-2	-16	0.8	-7	0.9	-0.2	7	-4
COCCNC(=O)C1(C)CCCN(C(=O)c2c(-c3ccccc3)noc2C)C1 (stereo not drawn)	7	·	·	0.1	·	·	·	5	-9
O=C(O)c1ccc(Nc2nc(-c3ccc([N+](=O)[O-])cc3)nc3ccccc23)cc1	43	-9	·	1.4	·	·	·	-7	18
CCN1CCC2(CC1)Oc1c(OC)cccc1C1CC(c3cccnc3)=NN12 (stereo not drawn)	-21	-13	0	1.3	-16	0.1	0.4	-12	24
C=CCOc1ccc(CN(C)CC(=O)N(CC(C)C)c2c(N)n(CC(C)C)c(=O)[nH]c2=O)cc1	-9	-3	-6	0.1	-20	-0.1	-0.4	-8	19
CC(C)(C)NC(=O)/C=C/c1ccc(C(F)(F)F)cc1	10	6	-5	3.2	-8	1.0	-1.6	-6	29
O=C(Nc1nccs1)C1CCCN1S(=O)(=O)c1ccc(F)cc1 (stereo not drawn)	4	2	-4	0.4	-20	1.1	1.2	-6	8
O=C(O)c1cccc(S(=O)(=O)N(Cc2ccccc2)c2ccc(Cl)cc2)c1	4	-4	-22	0.5	-4	1.2	-0.8	-8	-16
O=C(c1ccco1)N1CCN(Cc2nnnn2CCc2ccccc2)CC1	6	-8	-2	0.6	-1	-0.5	1.2	-5	0
Cc1ccccc1N1CCN(CC(=O)Nc2ccccc2C(=O)NC2CC2)CC1	26	·	-3	4.1	-29	0.4	-1.9	-14	-1
COc1cc(SC)ccc1C(=O)Nc1ccc2c(c1)CCC2	-10	6	-21	-1.5	-7	0.6	0.1	-9	-8
Cc1ccnc2nc(C(=O)NC3CCCc4ccccc43)nn12 (stereo not drawn)	-16	-10	-1	1.6	-17	-0.5	-0.1	-14	7
COc1ccc(Nc2nc(C)cc(C)c2C(N)=O)cc1	-11	-3	-13	-0.3	15	-0.3	-0.4	11	-4
Cc1ccc(N(C(=O)c2csnn2)C(C(=O)NCc2ccccc2)c2cccnc2)cc1 (stereo not drawn)	0	8	-11	0.4	-32	-0.3	-0.3	2	12
COc1ccc([N+](=O)[O-])cc1NCc1cccc([N+](=O)[O-])c1	4	5	-7	-0.4	-5	-1.1	-2.2	-3	17
O=C(COc1cccc(NC(=O)c2ccccc2)c1)c1ccc(F)cc1	30	-4	-13	5.8	-13	1.2	2.2	-7	15
CC(=O)N1c2ccccc2S(=O)(=O)c2ccccc21	-16	·	-18	0.7	-6	1.2	-0.3	-12	18
O=S(=O)(c1cccc(Cl)c1Cl)N1CCCCC1	7	-6	-5	0.0	-12	-1.8	-2.0	-7	22
Cc1ccccc1CC(=O)N1CCN(S(=O)(=O)c2cccs2)CC1	-21	0	-7	0.6	-6	-0.2	-0.4	7	-13
Brc1ccc(-c2nnc3ccc(Nc4ccccc4)nn23)cc1	·	7	-5	·	12	1.1	1.4	·	·
CC1=C(C(=O)OC(C)C)C(c2ccccc2Cl)CC(=O)N1 (stereo not drawn)	6	-16	-5	-0.2	-20	-1.5	-2.6	-11	18
COc1ccc(C(=O)Cn2c(=O)c(CCC(=O)O)nn3c4ccccc4nc23)cc1OC	-26	-7	-16	0.6	-5	0.2	0.3	-8	18
Cc1sc(NC(=O)CCl)c(C(=O)c2ccccc2)c1C	9	11	-4	-0.2	-10	-1.4	-1.9	6	-1

More entries:
SMILES	TAAR1 antagonist	GPR7 antagonist	OXTR potentiate	CHO-K1 Ca ag	CHO parental Ca	V1aR counter	OXTR agonist	CHO-K1 Ca antag	M1 PAM parental
CCOC(=O)COc1ccc(C(c2c(C)[nH][nH]c2=O)c2c(C)[nH][nH]c2=O)cc1	-3	-9	-2	0.6	-1	-0.1	0.4	-11	16
O=C(Nc1ccc(N2CCN(C(=O)c3ccccc3)CC2)c(Cl)c1)c1cccnc1	46	8	-24	7.3	-9	10	8.8	-13	13
CCc1nnc(NC(=O)c2ccc(Br)o2)s1	-17	-12	10	0.8	-8	-0.2	2.3	-5	15
COCCn1nnnc1SCC(=O)c1ccc(F)cc1	0	-5	2	-0.4	-1	0.6	-0.2	-3	17
COc1ccc(S(=O)(=O)N(Cc2ccccc2)c2ccccc2C(=O)O)cc1	-11	6	-9	-0.6	-14	6.2	-0.2	6	-16
COc1ccc(O[C@H]2C=C[C@@H](c3ccccc3)O[C@@H]2CO/N=C/C[C@@H]2C=C[C@H](OC(C)=O)[C@@H](COC(C)=O)O2)cc1	·	-8	-5	·	-8	0.7	1.3	·	·
CCC(C)Cn1c(C(C)O)nc2ccccc21 (stereo not drawn)	5	-7	-6	-0.1	-10	2.0	0.2	12	-2
CC(=O)c1ccc(NC(=O)/C(=C\c2cccs2)NC(=O)c2ccco2)cc1	-4	-12	-6	1.1	-7	0.4	0.3	-9	17
O=c1oc2ccc(Br)cc2cc1-c1nc2ccccc2o1	-20	6	-9	0.5	15	-0.4	0.1	-10	3
CCCCc1ccc(NC(=O)Nc2cccnc2)cc1	-1	-12	-7	5.8	-13	6.1	1.6	-9	21
Cc1cccc(C)c1OCC(=O)NNC(=O)CCNC(=O)c1ccc(Br)cc1	-16	0	2	0.0	-7	-0.4	-0.9	8	19
O=C(O)CC/C(=N/NC(=O)CNC(=O)Cc1ccccc1)c1ccccc1	-17	-17	-1	-0.1	-5	-0.4	-0.3	-2	-8
CCCCc1c(-c2ccccc2OC)ncn1CCc1ccccc1Cl	89*	·	·	6.8	·	·	·	12	2
COc1ccccc1P(=O)(Cc1ccccc1)c1ccccc1 (stereo not drawn)	-9	-2	-6	0.9	-14	0.3	-1.0	-7	12
CCOc1cc(C2Nc3ccccc3C(=O)N2c2ccccc2OC)ccc1O (stereo not drawn)	-13	-13	-8	-0.4	-17	-1.4	-2.2	-7	-15
Cc1nc(N2CCN(c3ccccc3O)CC2)c2c(-c3ccccc3)csc2n1	31	-17	-10	3.0	-33	-0.7	-1.2	-1	-2
CCc1nc2ccc(C(=O)NCc3ccc4c(c3)OCO4)cn2c1N(C)Cc1cccs1	48	·	·	3.0	·	·	·	-8	11
Cc1cc(C)cc(NC(=O)c2cc(S(=O)(=O)N3CCCC3)cn2C)c1	-12	-8	-2	0.3	-9	-0.6	-2.3	-8	8
CS(=O)(=O)Nc1cc2c3c(c1)CCC(=O)N3CCC2	-12	-11	-5	0.3	0	0.2	0.5	-21	18
Cc1ccc(N=C2CSC(=O)N2)cc1	-2	-9	3	0.5	-5	0.7	0.5	-10	1
COc1cccc(N2CCN(C(=O)c3ccc(Cl)c(S(=O)(=O)N4CCCCCC4)c3)CC2)c1	-6	·	·	0.3	·	·	·	-5	11
CCOc1ccc(NC(=O)c2cc3cc4ccc(OC)cc4nc3o2)cc1	4	-3	-7	0.7	-8	1.7	1.6	-17	11
O=C(CSc1nnc(-c2ccc(F)cc2)o1)c1ccc2c(c1)OCCO2	-4	-5	-4	0.0	-6	0.1	0.9	-4	-15
Cc1noc(C)c1CSCC(=O)Nc1ccccc1N1CCCC1	-16	·	·	0.0	·	·	·	0	3
Cc1no[n+]([O-])c1COc1cccc(/C=C2\N=C(c3ccccc3)OC2=O)c1	4	-6	-4	-0.6	1	0.1	1.1	5	13

Continuation:
SMILES	TAAR1 antagonist	GPR7 antagonist	OXTR potentiate	CHO-K1 Ca ag	CHO parental Ca	V1aR counter	OXTR agonist	CHO-K1 Ca antag	M1 PAM parental
O=C(NCCN1CCOCC1)c1ccc2c(c1)ncn2C1CCCC1	-12	-9	-6	-0.1	0	0.4	-0.4	1	8
CC(=O)OC1(C(C)=O)CCC2C3CC(Cl)C4=CC(=O)CCC4(C)C3CCC21C (stereo not drawn)	4	·	·	0.0	·	·	·	13	-18
CN1CCN(NC(=O)c2cc(S(=O)(=O)N3CCOCC3)c(Cl)cc2Cl)CC1	-31	-5	-11	-0.3	-5	0.8	0.7	1	5
CCOc1nnc(C)c2c(C)n(-c3cccc(OC)c3)nc12	-39	-3	-12	-0.1	-10	-0.6	-1.6	-1	11
COc1ccc(N(C(=O)c2ccncc2)S(=O)(=O)c2ccc(OC)c(OC)c2)cc1	-21	-14	-7	-0.1	-12	0.9	1.2	-6	-5
O=C(OCC(=O)c1c[nH]c2ccccc12)c1ccc(OC(F)F)cc1	26	·	·	4.1	·	·	·	-1	3
O=C(CCCN1C(=O)c2ccccc2C1=O)Nc1sc2c(c1C(=O)NCc1ccco1)CCC2	-31	0	-4	-0.7	-19	-1.1	-1.3	-21	18
Cc1c(CN2CCN(C)C(CCO)C2)[nH]c2c(Cl)cccc12 (stereo not drawn)	-14	-14	-1	1.3	-10	2.2	1.0	-24	24
CCc1ccccc1NC(=O)CCCN1C(=O)c2cccnc2C1=O	3	-17	-1	0.3	-14	-0.2	1.8	-16	8

9 consecutive records already listed:
SMILES	TAAR1 antagonist	GPR7 antagonist	OXTR potentiate	CHO-K1 Ca ag	CHO parental Ca	V1aR counter	OXTR agonist	CHO-K1 Ca antag	M1 PAM parental
O=C(CSc1nnc(-c2ccc(F)cc2)o1)c1ccc2c(c1)OCCO2	-4	-5	-4	0.0	-6	0.1	0.9	-4	-15
Cc1noc(C)c1CSCC(=O)Nc1ccccc1N1CCCC1	-16	·	·	0.0	·	·	·	0	3
Cc1no[n+]([O-])c1COc1cccc(/C=C2\N=C(c3ccccc3)OC2=O)c1	4	-6	-4	-0.6	1	0.1	1.1	5	13
O=C(NCCN1CCOCC1)c1ccc2c(c1)ncn2C1CCCC1	-12	-9	-6	-0.1	0	0.4	-0.4	1	8
CC(=O)OC1(C(C)=O)CCC2C3CC(Cl)C4=CC(=O)CCC4(C)C3CCC21C (stereo not drawn)	4	·	·	0.0	·	·	·	13	-18
CN1CCN(NC(=O)c2cc(S(=O)(=O)N3CCOCC3)c(Cl)cc2Cl)CC1	-31	-5	-11	-0.3	-5	0.8	0.7	1	5
CCOc1nnc(C)c2c(C)n(-c3cccc(OC)c3)nc12	-39	-3	-12	-0.1	-10	-0.6	-1.6	-1	11
COc1ccc(N(C(=O)c2ccncc2)S(=O)(=O)c2ccc(OC)c(OC)c2)cc1	-21	-14	-7	-0.1	-12	0.9	1.2	-6	-5
O=C(OCC(=O)c1c[nH]c2ccccc12)c1ccc(OC(F)F)cc1	26	·	·	4.1	·	·	·	-1	3

Outcome played no part in choosing rows. Share with any hit: about 3.5%.
